Assay outcomes (PubChem BioAssay)
SIRT5 inh = inhibitors of human sirtuin-5 desuccinylase; Q9NXA8; Purified SirT5, succinyl-peptide AMC, trypsin-coupled fluorescence; inhibition, % at 15 µM; actives 1.1% (n = 330,000); AID 652115; in the data active means inhibition above about 15%; inconclusive means no clear call, values can overlap the other calls
Target sequence (Q9NXA8 whole entry, looked up): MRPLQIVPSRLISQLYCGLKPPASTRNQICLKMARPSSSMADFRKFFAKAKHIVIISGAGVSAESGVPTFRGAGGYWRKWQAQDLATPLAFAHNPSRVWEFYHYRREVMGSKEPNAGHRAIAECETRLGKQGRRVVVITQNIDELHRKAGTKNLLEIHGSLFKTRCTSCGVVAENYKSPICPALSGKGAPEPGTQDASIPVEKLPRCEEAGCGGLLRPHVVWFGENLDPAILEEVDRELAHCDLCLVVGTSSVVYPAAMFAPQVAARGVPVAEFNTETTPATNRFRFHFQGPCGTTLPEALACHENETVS
Casp6 inh = blocks human caspase-6 cleavage activity; AID 686996; P55212; purified caspase-6, Z-VEID-R110 cleavage fluorescence; inhibition, % at 12.5 µM; actives 0.53% (n = 350,000);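 active means mean inhibition across replicates at least about 35%, with every replicate also reaching that limit, limit read from the data; inconclusive means only one of the two criteria met; inactive means neither criterion met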;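 further: 0% = median of neutral control wells and 100% = no fluorescence left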
Target sequence (P55212 24-179 limits assumed): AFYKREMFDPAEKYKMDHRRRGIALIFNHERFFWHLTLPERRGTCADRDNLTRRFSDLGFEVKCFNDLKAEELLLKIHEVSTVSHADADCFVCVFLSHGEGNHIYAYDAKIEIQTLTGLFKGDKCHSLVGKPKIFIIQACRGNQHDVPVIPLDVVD
Target sequence (P55212 194-293 limits assumed): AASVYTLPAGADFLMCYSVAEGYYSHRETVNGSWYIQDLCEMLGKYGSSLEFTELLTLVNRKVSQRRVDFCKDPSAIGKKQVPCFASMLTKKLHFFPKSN
EWS-Fli inh = EWS/Fli transcriptional activity inhibition. A673 NR0B1-luciferase reporter, viability-normalised. inhibition, % at 12.6 µM. actives 0.67% (n = 350,000). AID 651661;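 active means mean inhibition of at least 50% after viability correction, with every replicate also passing that limit; inconclusive means mean reaches 50% but only one of two replicates passes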;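 further: firefly luciferase signal divided by Alamar Blue viability fluorescence both relative to DMSO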
LGR2 inh = Drosophila LGR2 receptor signaling inhibition | actives 0.35% (n = 380,000) | inhibition, % at 9.99 µM | HEK293 LGR2, CRE-luciferase, bursicon-stimulated, 4 h;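 active means drop in luminescence signal, shown as inhibition above about 50% in the replicate tests, limit read from the data, passing the limit was not always enough; inconclusive means probably only some replicates passing the limit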;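 further: agonist challenge used bursicon conditioned medium at about half maximal strength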
PAX8 inh HTS = PAX8 transcriptional activity inhibition; inhibition, % at 12.6 µM; RMG-I TPO-luciferase reporter, SteadyGlo, 24 h; actives 1.2% (n = 360,000); AID 652154;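 active means mean replicate inhibition at least 60% with every replicate also reaching 60%; inconclusive means only one of the two criteria is met; inactive means mean below 60% and not all replicates reaching 60%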;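 further: luciferase light reporting Pax8 driven TPO promoter activity; plate controls were median of neutral control wells for no effect and mitoxantrone controls for full effect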
ARNT-TACC3 inh = disrupts binding between human ARNT and TACC3 | Q9Y6A5 | AlphaScreen His-ARNT PAS-B/GST-TACC3 binding, luminescence; TACC3 fragment carries E629A point mutation | inhibition, % at 9.99 µM | actives 0.66% (n = 390,000) | AID 623870;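 active means mean inhibition of replicates at least 50% and at least half of replicates each reaching 50%; inconclusive means half or more replicates reach 50% but mean below 50%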;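 further: 0% = complete ARNT plus TACC3 wells and 100% = ARNT alone without TACC3; many hits fall short of the cut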
DENV2 CPE rescue = protects cells from dengue virus 2 cytopathic effect; actives 1.7% (n = 350,000); DENV2-infected cells, cytopathic effect rescue, plate reader; CPE inhibition, % at 9.99 µM; in the data active means CPE inhibition above about 20%, passing the limit was not always enough; inconclusive means no clear call, values can overlap the other calls; tested in BHK-21 cells;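 further: 0% = median of neutral control wells and 100% = median of positive control wells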
* marks the source's active call; other numbers are inactive results; ? = inconclusive; . = not tested or not shown. The order is random (roughly 4.9% active in at least one column).

SMILES	SIRT5 inh	Casp6 inh	EWS-Fli inh	LGR2 inh	PAX8 inh HTS	ARNT-TACC3 inh	DENV2 CPE rescue
CCCCCn1nc(C)c(/C=N\NC(=O)c2cc(C)oc2C)c1C	2.4	-3.7	.	-5.0	.	-1.9	.
CN(CC(=O)Nc1ccc(F)cc1)C(=O)COC(=O)Cc1cccs1	-0.1	-2.4	0.7	-16.0	-0.3	-3.3	8.0
CN1C(C(=O)NCCc2cccs2)CC2Cn3c(nc4ccccc43)C21 (configuration not stated)	-0.8	-2.6	-5.4	10.9	1.9	-7.2	2.9
COC(=O)c1cc(NS(=O)(=O)c2ccc(C)c3ccccc23)ccc1N1CCOCC1	-0.4	-1.4	0.6	15.8	13.5	15.3	-1.7
O=C(NNC(=O)c1ccc(Cl)nc1)c1ccncc1	3.6	3.5	-5.2	-3.8	-13.5	.	0.6
OCCOCCn1c(CCNc2nc(-c3ccc(Cl)cc3)cs2)nc2cc(Cl)c(Cl)cc21	.	.	11.2	1.1	3.8	-0.7	-13.1
Cc1noc(C)c1NC(=O)Nc1ccc2c(c1)C(=O)N([C@@H](C)CO)C[C@H](C)[C@@H](CN(C)Cc1ccc(Oc3ccccc3)cc1)O2	-4.6	1.1	3.9	14.2	.	-2.9	-11.0
O=C(C[C@H]1CC[C@H](NC(=O)Nc2ccc(C(F)(F)F)cc2)[C@@H](CO)O1)NCc1cccc(F)c1	.	0.0	1.6	6.6	4.6	0.5	-2.4
COc1ccc(-c2ccc([C@H]3[C@@H](C#N)N(C(=O)c4cccc(F)c4)[C@H]3CO)cc2)cc1	-0.1	2.3	6.8	12.2	6.9	-0.7	2.6
CC(C)COC(=O)N1CCCCC1c1cc(C(=O)Nc2ccc3c(c2)OCO3)no1 (configuration not stated)	-3.3	1.8	2.7	-22.7	1.9	.	19.2

Shown bar-delimited: part of the list above
molecule | SIRT5 inh | Casp6 inh | EWS-Fli inh | LGR2 inh | PAX8 inh HTS | ARNT-TACC3 inh | DENV2 CPE rescue
CN(CC(=O)Nc1ccc(F)cc1)C(=O)COC(=O)Cc1cccs1 | -0.1 | -2.4 | 0.7 | -16.0 | -0.3 | -3.3 | 8.0
CN1C(C(=O)NCCc2cccs2)CC2Cn3c(nc4ccccc43)C21 (configuration not stated) | -0.8 | -2.6 | -5.4 | 10.9 | 1.9 | -7.2 | 2.9
COC(=O)c1cc(NS(=O)(=O)c2ccc(C)c3ccccc23)ccc1N1CCOCC1 | -0.4 | -1.4 | 0.6 | 15.8 | 13.5 | 15.3 | -1.7
O=C(NNC(=O)c1ccc(Cl)nc1)c1ccncc1 | 3.6 | 3.5 | -5.2 | -3.8 | -13.5 | . | 0.6
OCCOCCn1c(CCNc2nc(-c3ccc(Cl)cc3)cs2)nc2cc(Cl)c(Cl)cc21 | . | . | 11.2 | 1.1 | 3.8 | -0.7 | -13.1
Cc1noc(C)c1NC(=O)Nc1ccc2c(c1)C(=O)N([C@@H](C)CO)C[C@H](C)[C@@H](CN(C)Cc1ccc(Oc3ccccc3)cc1)O2 | -4.6 | 1.1 | 3.9 | 14.2 | . | -2.9 | -11.0
O=C(C[C@H]1CC[C@H](NC(=O)Nc2ccc(C(F)(F)F)cc2)[C@@H](CO)O1)NCc1cccc(F)c1 | . | 0.0 | 1.6 | 6.6 | 4.6 | 0.5 | -2.4
COc1ccc(-c2ccc([C@H]3[C@@H](C#N)N(C(=O)c4cccc(F)c4)[C@H]3CO)cc2)cc1 | -0.1 | 2.3 | 6.8 | 12.2 | 6.9 | -0.7 | 2.6
CC(C)COC(=O)N1CCCCC1c1cc(C(=O)Nc2ccc3c(c2)OCO3)no1 (configuration not stated) | -3.3 | 1.8 | 2.7 | -22.7 | 1.9 | . | 19.2

The list continues:
SMILES	SIRT5 inh	Casp6 inh	EWS-Fli inh	LGR2 inh	PAX8 inh HTS	ARNT-TACC3 inh	DENV2 CPE rescue
O=C(NNC(=O)C1CC(c2cccs2)=NO1)Nc1ccc(Cl)cc1 (configuration not stated)	-2.1	6.8	1.1	-13.4	11.4	-5.6	9.9
CCn1nc(NC(C)=O)c2cc3cccc(C)c3nc21	-3.1	-2.6	-0.4	-2.8	10.0	-15.3	8.2
CCOc1ccc(CN2C(=O)c3ccccc3C2=O)cc1C(=O)N1CCC(C(N)=O)CC1	0.5	1.4	-2.0	10.9	.	-0.4	15.9
O=C(Nc1ccccc1)N1CCCCN2[C@H](C1)[C@@H](c1ccc(-c3ccccc3)cc1)[C@@H]2CO	0.9	2.8	-3.1	-1.3	26.9	-6.5	-7.0
CCCNC(=O)[C@H]1[C@H](CO)[C@H]2Cn3c(ccc(-c4ccccc4)c3=O)[C@@H]1N2C(=O)CC1CC1	-25.3	0.4	17.4	-5.6	-17.7	-7.5	-8.3
CCNc1nc(SCCOc2ccccc2)nc(N(C)C)n1	-2.5	-4.6	-5.3	-12.9	.	-8.4	6.8
CC(C)(C)c1ccc(N2C(=O)CSC2c2cccnc2)cc1 (configuration not stated)	-2.1	1.8	10.9	1.8	-19.3	1.3	-0.4
CCCC(=O)NCCCc1nc2ccccc2n1CC	0.3	0.0	1.9	5.8	5.7	-7.1	-1.2
CCCCn1nnnc1C(c1ccccc1)N1CCN(CCN2CCOCC2)CC1 (configuration not stated)	2.1	-10.8	-7.6	5.8	-0.9	.	10.9
CCNC(=O)C[C@H]1CC[C@@H]2[C@@H](COc3ccc(NC(=O)Cc4cccs4)cc3C(=O)N2C)O1	-1.9	-4.5	2.1	-6.3	-5.1	7.3	8.9
COCCNC(=O)C[C@@H]1C[C@@H]2c3cc(NC(=O)Nc4ccccc4)ccc3O[C@@H]2[C@H](CO)O1	0.8	6.6	-4.7	-4.6	-7.1	-4.6	11.9
O=C(Cc1ccccn1)NCC[C@@H]1CC[C@@H](NC(=O)c2ccccc2F)[C@H](CO)O1	-0.9	35.1*	7.4	2.4	-2.4	0.7	-0.8
CSCC[C@H](N)C(=O)N1CCC(C(=O)N[C@H](C(=O)NCc2ccccc2F)C(C)C)CC1	0.0	-1.2	-6.1	18.6	.	0.8	-15.4
CCc1ccc(Nc2nc3ccccc3c(=O)s2)cc1	.	.	-5.4	-2.8	-29.6	-10.6	.
CCOc1ccc(/C=N/NC(=O)Cc2csc(Nc3cccc(C(F)(F)F)c3)n2)c(OCC)c1	-1.2	0.5	.	3.4	.	-0.3	.
Cc1ccc(OCC(=O)N2CCC(N3CC(C)CC(C)C3)CC2)cc1 (configuration not stated)	-1.9	-1.6	.	0.1	0.0	-8.0	-1.1
CC1(C(=O)NCCC#N)CCN1C(=O)C1(c2ccccc2)CC1 (configuration not stated)	.	-1.1	-11.0	12.6	6.3	.	-9.8
C[C@H](CO)N1C[C@H](C)[C@H](CN(C)S(=O)(=O)c2cn(C)cn2)OCCCC[C@H](C)Oc2ccc(NS(=O)(=O)c3ccccc3)cc2C1=O	-0.8	3.1	6.9	-5.6	6.7	-8.6	-3.4
Cc1nc(NCc2ccccc2)sc1C(=O)Nc1ccccc1	-7.0	3.5	-58.4	-67.5	-164.0	-4.0	0.3
CSc1ccccc1OCc1cc(C(=O)NCCN2CCCC(O)C2)no1 (configuration not stated)	-1.3	1.2	0.2	-2.8	-7.2	24.1	0.8
CC(CN1CCCCC1)C(=O)NN (configuration not stated)	-0.4	-29.1	8.3	11.6	13.7	-32.3	.
CCn1c(=S)sc2c(=O)n(CC(=O)Nc3cccc(Cl)c3)c(C)nc21	-2.0	8.8	11.0	-0.1	12.9	1.4	2.3
COC(=O)C(Cc1ccccc1)NC(=O)c1cc(S(=O)(=O)N(C)C)ccc1Cl (configuration not stated)	-1.2	-1.8	0.7	3.0	5.3	-0.2	-1.1
CCN(CC)S(=O)(=O)c1ccc(OC)c(NC(=O)c2ccc3c(c2)OCO3)c1	-5.3	1.1	-0.4	9.7	11.5	-20.5	12.2
CC(=O)NC[C@H]1[C@H](c2ccc(-c3ccccc3)cc2)[C@@H](CO)N1C(=O)C1CC1	-1.4	.	5.4	-7.5	-18.0	3.7	.
CCOC(=O)N1CCN(C(=O)/C(=C/c2cccc3ccccc23)NC(=O)c2ccc(OC)c(OC)c2)CC1	0.9	6.9	4.9	-7.2	71.6*	-5.0	19.5
O=C(C[C@@H]1CC[C@@H]2[C@H](COC[C@H](O)CN2CCc2ccccc2)O1)NCc1ccc(Oc2ccccc2)cc1	6.0	-0.7	12.8	20.5	32.6	1.6	2.3
N#CC(=C(O)CN1CCN(c2ccccc2F)CC1)c1nc(-c2ccc(Cl)cc2)cs1	2.3	0.0	9.7	2.9	.	-0.8	-6.3
CCOC(=O)/C=C/C(=O)OCC(=O)Nc1cccc(Cl)c1Cl	-9.0	-4.3	7.8	-2.4	-43.4	-3.2	.
Cc1ccc(S(=O)(=O)N2CCCCC2)cc1NC(=O)CSc1nccn1C	-5.9	1.2	-8.5	7.7	1.5	2.0	.
CC(C)C#Cc1ccc2c(c1)O[C@@H](CN(C)CC1CCCC1)[C@H](C)CN([C@H](C)CO)S2(=O)=O	3.9	2.3	46.1	34.0	-4.7	10.5	-8.9
CN(C)CCCNc1cc(O)c2ncccc2c1	0.1	87.5*	-6.9	96.9*	5.0	64.1*	56.8*
COc1cccc(CN2C(=O)CCC2(C)C(=O)NC2CCCCCC2)c1 (configuration not stated)	-0.3	0.7	.	9.9	16.9	-3.5	.
Cc1nnc(NC(=O)c2cccc(S(=O)(=O)N3CC(c4ccccc4)CC3=O)c2)s1 (configuration not stated)	.	1.4	1.9	-3.7	11.0	-0.1	-6.3
COc1ccccc1NC(=O)C1=C(C)Nc2nc(-c3cccs3)nn2C1c1cccnc1 (configuration not stated)	.	-3.1	-0.4	7.8	-22.3	-0.9	2.3
CNC(=S)N(Cc1ccco1)Cc1cc2cc(OC)ccc2[nH]c1=O	0.1	1.9	0.4	.	-19.8	-3.5	0.2
Cn1ccnc1SCC(=O)NC1CCCC1	-1.4	0.0	-9.3	18.6	-16.0	21.1	6.2
CC1Cc2c([nH]c3ccccc23)C(=O)N1 (configuration not stated)	-8.1	-0.7	-2.2	-2.4	-19.1	-1.8	?
Cc1noc(C)c1S(=O)(=O)N(C)C[C@H]1OCCCC[C@H](C)Oc2ccc(NS(=O)(=O)c3cccs3)cc2C(=O)N([C@H](C)CO)C[C@H]1C	0.6	1.0	4.6	12.2	0.6	-2.0	?
C[C@H](CO)N1C[C@H](C)[C@H](CN(C)Cc2ccc(Cl)c(Cl)c2)Oc2c(NS(C)(=O)=O)cccc2C1=O	-8.4	2.6	.	-3.8	-2.4	3.6	6.5
COCCOC(=O)CSc1ncccc1-c1nc2cc(C)c(C)cc2[nH]1	-2.9	0.0	-17.0	-30.4	-58.3	27.4	-8.0
COc1ccc(NC(=O)CSCCc2ccccn2)cc1OC	-5.0	-6.1	-15.7	-9.0	-19.4	0.2	-4.9
CN(C)C(=O)[C@@H]1[C@@H](CO)[C@@H]2Cn3c(ccc(C4=CCCC4)c3=O)[C@H]1N2CC1CCOCC1	-3.6	2.2	-8.8	-11.7	.	-4.7	4.2
C[C@@H]1CN([C@H](C)CO)C(=O)c2cc(NS(=O)(=O)c3ccc(F)cc3)ccc2O[C@H]1CN(C)Cc1ccccc1	3.6	-0.7	2.9	2.5	-9.7	-4.7	9.6
Cc1ccc(NC(=O)C2=COCCO2)cc1S(=O)(=O)N1CCOCC1	-5.6	2.4	-6.6	-2.7	-13.8	-0.1	1.0
CC12CCC(C(=O)Nc3ccncc3)(CC1O)C2(C)C (configuration not stated)	-2.1	0.6	2.1	15.6	-9.7	-3.8	3.7
COc1ccc(N(C(C)C(=O)N/N=C(\C)C(C)(C)C)S(C)(=O)=O)cc1 (configuration not stated)	0.3	-2.3	-1.8	-4.7	13.0	.	-0.7
Cc1cc(N/N=C/c2ccc(O)cc2O)c2ccccc2n1	-1.4	3.7	-9.4	-3.8	2.5	6.2	-7.4
CC(NC(=O)c1ccccc1)C(=O)OCC(=O)c1c(N)n(C)c(=O)n(C)c1=O (configuration not stated)	3.6	-1.0	-4.5	-2.0	-8.8	2.1	1.2
O=C(NC(CO)Cc1ccccc1)c1ccccc1 (configuration not stated)	.	0.4	-1.0	-6.0	28.2	-6.5	-6.9
